Compound activity deposited in PubChem by several laboratories.
Keap1-Nrf2 PPI: Keap1-Nrf2 (human) interaction inhibition; Q14145; Keap1 Kelch-Nrf2 peptide fluorescence polarization, 1536-well; inhibition, % at 9.4 µM; 340,000 tested, 0.15% active; in the data active = inhibition above about 12%; inconclusive = no clear call, values can overlap the other calls; inactive = below about 7.3%;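 note: human Keap1 Kelch domain with fluorescein labeled Nrf2 9mer peptide probe; 0% = neutral control wells and 100% = peptide positive control; higher means more block of Keap1 binding to Nrf2 peptide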
OPRM1-OPRD1 ag: OPRM1-OPRD1 heterodimerization agonism; P35372+P41143; cells, luminescence; activation, % at 9.3 µM; 340,000 tested, 0.3% active; in the data active = activation above about 18%;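 note: 0% = vehicle-treated cells and 100% = reference agonist; values of inactives mirror those of a sister screen read the other way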
Target sequence (P35372 whole entry, looked up): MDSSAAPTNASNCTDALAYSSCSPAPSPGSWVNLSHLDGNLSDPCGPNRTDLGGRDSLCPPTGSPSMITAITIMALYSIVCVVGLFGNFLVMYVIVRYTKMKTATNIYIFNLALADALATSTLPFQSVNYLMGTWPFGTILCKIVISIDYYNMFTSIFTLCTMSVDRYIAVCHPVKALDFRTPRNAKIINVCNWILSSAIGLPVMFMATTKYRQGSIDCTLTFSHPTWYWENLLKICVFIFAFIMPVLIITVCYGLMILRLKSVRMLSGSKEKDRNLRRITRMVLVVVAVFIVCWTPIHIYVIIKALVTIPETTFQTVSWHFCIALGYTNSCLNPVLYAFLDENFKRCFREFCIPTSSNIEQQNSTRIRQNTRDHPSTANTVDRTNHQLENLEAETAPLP
Target sequence (P41143 whole entry, looked up): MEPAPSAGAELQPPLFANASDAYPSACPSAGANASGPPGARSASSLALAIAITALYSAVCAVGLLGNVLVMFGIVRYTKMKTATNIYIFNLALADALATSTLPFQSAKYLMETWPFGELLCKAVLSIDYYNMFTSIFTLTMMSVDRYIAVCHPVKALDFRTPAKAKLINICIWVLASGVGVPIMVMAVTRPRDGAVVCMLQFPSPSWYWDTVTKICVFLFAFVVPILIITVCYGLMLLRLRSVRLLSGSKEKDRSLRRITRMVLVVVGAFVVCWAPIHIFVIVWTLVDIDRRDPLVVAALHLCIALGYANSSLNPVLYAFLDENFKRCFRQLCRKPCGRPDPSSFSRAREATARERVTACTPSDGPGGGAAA
MOR-DOR inv ag: inverse agonists of human mu-delta opioid receptor heterodimerization; P35372+P41143; cell-based MOR-DOR heterodimer luminescence, inverse agonism; AID 504357; 340,000 tested, 0.21% active; inhibition, % at 9.3 µM; in the data active = inhibition above about 22%, passing the limit was not always enough;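 note: 0% = cells with DMSO and 100% = wells without cells with DMSO; values of inactives mirror those of a sister screen read the other way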
HTR5A inv ctr: inverse agonist of human HTR5A in OPRM1-OPRD1 counter-screen | inhibition, % at 9.3 µM | HTR5A cell line, luminescence, inverse agonism | P47898 | 340,000 tested, 0.083% active | AID 504634; in the data active = inhibition mostly above about 23%, no sharp cut-off; inactive = mostly below about 18%;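 note: 0% = cells with DMSO and 100% = no-cell wells with DMSO; some compounds called inactive have numbers as strong as hits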
RTF Ca sens inh: cardiac RTF calcium desensitization; P19429+P45379; IANBD-labeled cardiac RTF, Ca2+ fluorescence; 340,000 tested, 0.12% active; inhibition, % at 7.15 µM;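 active = inhibition above the mean inhibition of all tested compounds plus 3 SD, cut at about 17% in these data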;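 note: assay run at fixed EC70 calcium of 1.6 mM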
V-ATPase pHluor: yeast V-ATPase proton transport regulation by pHLuorin; 350,000 tested, 0.37% active; S. cerevisiae, pHLuorin cytosolic pH fluorescence; response, % at 10 µM; in the data active = response mostly above about 7.3%, no sharp cut-off; inactive = mostly below about 5.4%; note: actives read high; inactives centre near 0; some compounds called inactive have numbers as strong as hits; reference of the scale not given here
RTF Ca sens act: increases calcium sensitivity of human cardiac regulated thin filaments; P19429+P45379; IANBD-labeled TnC RTF fluorescence at EC20 calcium; 0% EC20 calcium, 100% full calcium; activation, % at 7.2 µM; 340,000 tested, 0.24% active;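 active = activation above the mean over all tested compounds plus 3 SD, cut at about 30% in these data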;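 note: rise in fluorescence read as greater calcium sensitivity of cardiac thin filaments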
LANA DNA inh: inhibitors of KSHV LANA C-terminal domain DNA binding | inhibition, % at 9 µM | MBP-C-LANA/FAM-LBS DNA binding, fluorescence polarization | 340,000 tested, 0.078% active;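 active = highest replicate inhibition at or above 60% at 9 µM, even if other replicates fall short; inactive = all replicates below 60% inhibition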;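 note: 0% = neutral control wells and 100% = 4 µM acridine orange control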
CAL PDZ FP: inhibitors of human CAL PDZ peptide binding; Q9HD26; purified CAL PDZ, TMR-peptide fluorescence polarization, 1 h; inhibition, % at 24.9 µM; 300,000 tested, 0.92% active; AID 602252;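 active = mean inhibition of at least 30% with at least half of replicates also reaching 30%; inconclusive = no clear call, values can overlap the other calls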;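 note: 0% = DMSO neutral control and 100% = excess unlabeled competitor peptide PRC23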
HTR5A ag: counter-screen for OPRM1-OPRD1 agonists: human HTR5A agonism. HTR5A agonist assay, luminescence, cell-based. activation, % at 9.3 µM. 340,000 tested, 0.61% active. AID 504692; in the data active = activation mostly above about 9.5%, no sharp cut-off; inactive = mostly below about 7.6%;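 note: 0% = cells with vehicle only and 100% = reference agonist; strong numbers were not always called active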
* = called active by the depositor; ? = inconclusive; nt = not tested or not shown.

entry	mol	Keap1-Nrf2 PPI	OPRM1-OPRD1 ag	MOR-DOR inv ag	HTR5A inv ctr	RTF Ca sens inh	V-ATPase pHluor	RTF Ca sens act	LANA DNA inh	CAL PDZ FP	HTR5A ag
1	CC1(c2ccc([N+](=O)[O-])cc2)NC(=O)NC1=O (stereo unspecified)	-1.9	-0.9	4.2	-0.5	-2.0	0.9	-6.6	-2.0	-2.8	0.1
2	CN(CC(=O)Nc1ccc(Cl)cc1)C(=O)c1sccc1-c1ccccc1	-5.0	-0.4	1.5	5.4	-0.2	2.3	5.3	-1.0	-2.3	-2.2
3	CCOc1c(C)cnc2c1c(=O)n(Cc1c(F)cccc1Cl)c(=O)n2C	-1.0	-1.2	6.2	-27.1	0.7	-8.3	-3.5	0.7	nt	-3.3
4	O=C(c1c(F)cccc1Cl)N1CCN(c2ccccn2)CC1	-3.5	-0.7	4.0	8.1	-1.5	1.5	2.4	-0.4	-8.1	-3.3
5	CCn1c(=S)sc2c(=O)n(CC(=O)NCCCc3ccccc3)c(C)nc21	-0.9	-0.7	3.5	-8.8	-5.4	-2.7	-3.8	-1.3	6.4	1.2
6	COc1ccc(NC(=O)CCCn2c(=O)c3sccc3n(Cc3ccc(C)cc3)c2=O)cc1	3.7	-3.0	16.1	-24.4	-0.5	0.4	-2.0	-1.9	nt	1.0
7	CC1=C(C(=O)OCC2CCCO2)C(c2coc3ccccc3c2=O)C2=C(CC(C)(C)CC2=O)N1 (stereo unspecified)	0.4	-2.2	10.1	-13.9	-6.5	4.3	4.3	1.7	-5.7	5.1
8	CCCCCCSc1ccc([C@H]2N[C@@](CC(C)C)(C(=O)OC)[C@H]3C(=O)N(CC)C(=O)[C@@H]23)cc1	-0.6	-0.6	3.2	-16.6	6.9	1.1	-1.1	1.0	2.5	-1.7
9	O=C(CCC(=O)Nc1ccccc1)NNS(=O)(=O)c1ccccc1[N+](=O)[O-]	5.5	-3.3	16.6	-3.3	2.3	1.9	0.0	2.2	-2.8	1.2
10	COc1ccc(-c2cc(-c3ccccc3)nc(N3CCCC3)n2)cc1OC	3.9	2.7	-14.8	-9.3	11.0	2.5	-7.7	-1.5	-10.2	1.9
11	FC(F)(F)c1ccc(C2[C@H]3CN(Cc4cccnc4)[C@H](c4ccccc4)C34CC2(c2ccccc2)C4)cc1 (stereo partly specified)	-2.9	-1.6	7.2	3.5	1.6	-0.5	-0.5	-2.0	-2.7	3.9
12	CC(C)C(NC(=O)c1ccccc1)C(=O)NCc1ccccn1 (stereo unspecified)	-1.8	-1.6	8.3	4.2	3.0	-2.1	-0.9	-0.2	nt	-1.3
13	Oc1ccccc1-c1nc(NCC2CCCO2)c2ccccc2n1 (stereo unspecified)	-4.0	-1.0	5.4	-10.8	-16.8	0.4	3.3	1.3	-3.2	3.6
14	CC(=O)c1ccc(N2CCN(S(=O)(=O)c3ccc(-c4cc(C)no4)s3)CC2)cc1	2.9	1.4	-7.3	10.8	-11.2	0.6	1.1	2.6	-3.7	5.8
15	COc1ccc(OCC(O)Cn2c(N)nc3c2c(=O)[nH]c(=O)n3C)cc1 (stereo unspecified)	-2.0	-2.6	12.7	-17.0	-12.7	-0.3	4.3	-1.5	0.6	5.7
16	CCCOc1ccccc1/C=N/Nc1ccnc(=O)[nH]1	-1.5	-2.8	13.2	-12.7	-2.1	-0.8	-4.9	-1.1	-1.8	3.4
17	O=C(Nc1ccc2nn(-c3ccccc3)nc2c1)c1ccc2c(c1)OCCO2	-0.2	-1.4	6.3	-2.0	3.1	-3.3	2.3	0.3	-2.5	10.1
18	CN(NS(C)(=O)=O)c1c(C#N)c(C(F)(F)F)nn1C	-0.7	-2.2	12.5	1.5	-15.5	0.6	5.8	2.4	2.5	-0.6
19	CCC1(CC)NC(=O)N(CC(=O)N2CCc3ccccc32)C1=O	-5.0	-1.4	7.5	8.2	-8.2	1.4	11.3	-1.9	-1.0	-2.0
20	COc1ccccc1NC(=O)N1CCOCC1	-3.2	-3.2	15.2	-10.1	-2.5	-3.9	-2.1	-4.4	-3.5	2.7
21	O=C(c1cc(COc2ccc(F)cc2F)on1)N1C[C@H]2CC[C@H]1C2	1.4	1.2	-6.2	-10.0	2.3	-1.4	-5.4	2.3	-2.7	6.2
22	Cc1ccc2sc(NC(=O)CN3C(=O)c4ccccc4C3=O)nc2c1C	2.8	-3.1	15.8	-2.8	-7.0	0.6	1.0	-0.2	nt	1.0
23	CCN1C(=O)[C@H]2[C@H]3CN=C(SCc4ccc(C#N)cc4)N3[C@@](C)(C(=O)OC)[C@H]2C1=O	-1.7	-2.7	13.2	-8.4	-10.3	0.1	-1.8	0.0	-3.3	2.5
24	Cc1cc(C)c(C#N)c(SCc2ccccc2F)n1	0.4	6.7	-34.9	-1.1	4.7	14.1*	0.6	-1.4	8.8	0.4
25	Cc1csc2nc3cc(C(N)=O)ccc3c(=O)n12	-8.8	-2.0	11.0	-5.0	-0.4	4.3	6.0	0.3	-2.6	4.6

(next part)
entry	mol	Keap1-Nrf2 PPI	OPRM1-OPRD1 ag	MOR-DOR inv ag	HTR5A inv ctr	RTF Ca sens inh	V-ATPase pHluor	RTF Ca sens act	LANA DNA inh	CAL PDZ FP	HTR5A ag
26	Cc1cc(C)n(CCNC(=O)c2cc(COc3ccc(F)cc3Cl)on2)n1	-0.4	-1.8	9.0	-12.4	-7.0	0.1	-3.2	0.7	-1.2	4.8
27	COc1ccc(-n2c(C)cc(=O)c3c2CC(C)(C)CC3=O)cc1	3.8	-0.7	3.7	4.0	-10.1	-1.1	-3.7	-2.4	2.5	5.3
28	Cn1c(Oc2ccccc2NCc2cc(Br)ccc2O)cc(=O)n(C)c1=O	-4.9	-1.1	5.3	-10.1	-1.4	-3.3	2.1	0.2	-1.3	3.4
29	COc1cccc(/C=N/n2c(-c3cc(C)[nH]n3)n[nH]c2=S)c1O	-6.0	-2.2	11.7	-4.0	5.1	8.5	2.6	0.4	1.5	1.3
30	Cc1sc2ncn(CC(=O)N3CCOCC3)c(=O)c2c1-c1ccccc1	-0.8	0.9	-4.2	2.9	-5.2	4.4	4.5	-0.7	-1.3	-1.0
31	O=C1C(Cl)=C(N2CCN(c3ccccc3[N+](=O)[O-])CC2)C(=O)c2ccccc21	-2.2	2.9	-15.2	12.8	-0.5	1.1	-10.4	-0.6	-3.0	-1.2
32	CC(C)c1ccc([N+](=O)[O-])cc1S(=O)(=O)N1CCN(C)CC1	1.9	-1.3	6.3	15.5	1.6	2.9	-0.3	0.3	nt	0.8
33	C/C(=N\NC(=O)c1c(Br)c(C)nn1C)c1ccc(NC(=O)C(C)Oc2ccc(Cl)cc2C)cc1 (stereo unspecified)	3.3	1.9	-7.7	6.1	3.9	0.8	-3.8	0.9	nt	2.0
34	CC(=O)c1sc(-c2ccccc2)nc1C	-1.8	2.8	-13.8	26.7	-13.7	1.1	7.3	0.7	nt	1.2
35	CC(=O)Nc1sc(C)c(C)c1C(=O)OCC(=O)N(C)C1CCS(=O)(=O)C1 (stereo unspecified)	0.8	-1.2	6.4	1.5	-2.2	0.8	0.8	-0.1	-0.9	4.5
36	CCCn1nnnc1NC(=O)COc1ccc(Cl)cc1C	2.4	-2.4	14.0	-3.9	3.4	-1.5	-4.3	0.2	-2.0	-2.4
37	OC1CCN(Cc2ccc(OCc3ccccc3)cc2)CC1	-0.9	-2.0	10.0	5.3	-5.0	-1.9	4.6	-0.5	-1.8	-1.4
38	COC(=O)c1c(-c2ccccc2)csc1NC(=O)C1CC=CCC1C(=O)O (stereo unspecified)	0.3	-1.3	6.5	-12.6	-8.2	1.6	-2.8	0.1	2.0	-2.3
39	CCOC(=O)NC(NCCc1ccccc1)(C(F)(F)F)C(F)(F)F	-3.9	0.5	-2.7	-13.8	4.1	-2.5	12.9	-1.2	-1.0	0.9
40	CCOc1ccc(Nc2ccc([N+](=O)[O-])c3nonc23)cc1	0.4	-4.9	23.3	19.9	-1.1	-0.3	-9.5	-1.5	-2.6	-5.4
41	CN(C)CCCNC(=S)N(CCCO)Cc1cc2cc3c(cc2[nH]c1=O)OCO3	-2.9	-1.7	8.7	-3.4	-7.6	5.9	4.0	-0.6	nt	0.1
42	CCc1ccc(C2C(C#N)=C(N)Oc3n[nH]c(CC(=O)OC)c32)cc1 (stereo unspecified)	-1.3	-0.9	5.1	7.7	-8.5	3.8	-0.7	3.1	-0.3	-2.1
43	CCN(CC(=O)Nc1c(C(=O)OC)[nH]c2ccc(Cl)cc12)c1ccc2c(c1)OCO2	0.5	-2.3	13.2	-29.8	-1.1	-1.4	3.4	1.0	0.5	-1.9
44	CC1=CC(C)(C)N(C(=O)CNC2CCCC2)c2cc(C)ccc21	-2.6	-1.5	7.4	-0.9	-7.2	0.1	4.7	2.7	-1.9	4.3
45	COc1cccc(NC(=O)CSc2nc(=O)n(Cc3ccncc3)c3c2CCCC3)c1	0.9	-1.2	7.5	-13.2	-4.0	0.8	-2.0	-0.1	2.5	4.8
46	COc1cc(/C=C/C(=O)OCC(=O)NCc2ccc(F)cc2)ccc1O	0.5	-2.5	12.0	9.3	-6.5	4.9	-2.2	-0.1	-5.9	-2.4
47	O=C(NCc1ccco1)c1c2c(nc3ccccc13)CCC2	4.4	-0.6	3.5	-16.5	7.4	-1.7	-1.3	3.3	-2.9	1.9
48	COCc1ccc(CN2CCCC(CO)(Cc3ccccc3C)C2)o1 (stereo unspecified)	-0.5	-1.6	7.9	-1.9	-4.3	0.6	1.4	0.8	-2.7	0.7
49	CCN(CC)c1ccc2cc(S(=O)(=O)c3ccc(C)cc3)c(=O)oc2c1	?	-1.5	7.5	19.9	-39.5	-0.7	53.1*	35.8	1.3	3.7
50	CSCCC(NS(=O)(=O)c1ccccc1F)C(=O)NCCCn1nc(C)cc1C (stereo unspecified)	-5.2	-2.2	10.6	22.1	-5.0	-0.7	-4.1	-0.4	nt	0.6
51	N=c1oc2ccc(Br)cc2cc1C(=O)NC1CCCCCC1	-1.8	-1.2	3.9	13.5	-11.7	-3.4	4.4	-0.5	1.3	-1.1
